HEK293 viab: counter-screen for SNCA expression inhibitors: cell viability. HEK-293-SNCA-luc viability, GF-AFC fluorescence, 24 h. Potency, µM (series often up to 57.1 µM), without a hit: top-dose activity change, negative = cytotoxicity, usual class: cytotoxic. actives 0.12% (n = 150,000). AID 1671193;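 further: potency means the concentration at half of the fitted maximal effect; 0% = DMSO-treated cells and -100% = medium-only wells without cells; nearly all actives have a fitted effect of over 30% in size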
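Cytotoxicity counterscreen: after 24 h compound treatment of genome-edited SNCA-luciferase HEK-293 cells, live-cell protease substrate GF-AFC read by fluorescence after 30 min; activity scaled between DMSO (0%) and medium-only (-100%), curves Hill-fitted.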
HEK cytotox: HEK 293 cell cytotoxicity. HEK 293 viability, ATP luminescence (CellTiter-Glo), 48-72 h. Potency, µM (doses to about 115 µM), for inactives: at the highest dose activity change, negative = cytotoxicity, most hits filed as inhibitors. actives 6.6% (n = 94,000). AID 1345083; further: potency means the concentration at half of the fitted maximal effect; nearly all actives have a fitted effect of over 60% in size
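Read-out: CellTiter-Glo ATP luminescence. Cells: HEK 293, 250 cells/well. Exposure: 48 or 72 hr, 37 degree Celsius.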
FLuc inh: Photinus pyralis luciferase inhibition; P08659; purified P. pyralis luciferase, luminescence, biochemical; Potency, µM (highest dose often 115 µM), for the others: top-dose activity change, negative = inhibition, usual class: inhibitors; actives 2.5% (n = 76,000); AID 1347043; further: potency means the concentration at half of the fitted maximal effect; nearly all actives have a fitted effect of over 65% in size
Target sequence (P08659 whole entry, looked up): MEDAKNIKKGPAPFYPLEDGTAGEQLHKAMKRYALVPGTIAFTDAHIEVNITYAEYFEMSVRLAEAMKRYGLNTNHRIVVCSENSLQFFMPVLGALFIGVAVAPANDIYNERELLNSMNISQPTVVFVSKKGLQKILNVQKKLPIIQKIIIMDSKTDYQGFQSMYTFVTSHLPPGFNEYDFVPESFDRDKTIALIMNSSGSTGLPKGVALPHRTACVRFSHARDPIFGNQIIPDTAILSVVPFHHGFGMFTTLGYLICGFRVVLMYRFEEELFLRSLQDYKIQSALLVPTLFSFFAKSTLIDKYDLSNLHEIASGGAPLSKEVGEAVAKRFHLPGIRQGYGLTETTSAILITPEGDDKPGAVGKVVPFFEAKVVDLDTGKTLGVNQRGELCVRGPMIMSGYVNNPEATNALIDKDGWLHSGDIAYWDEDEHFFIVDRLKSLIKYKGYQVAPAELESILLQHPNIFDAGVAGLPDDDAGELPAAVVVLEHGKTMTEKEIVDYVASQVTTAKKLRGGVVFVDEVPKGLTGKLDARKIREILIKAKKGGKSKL
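Biochemical qHTS: compound (6-point titration) added to 10uM D-luciferin plus 10uM ATP in Tris acetate pH 7.5 buffer with Mg, Tween-20 and BSA, then purified enzyme at 10nM; light output imaged.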
IP6K1 inhibitor: IP6K1 kinase inhibition | Q92551 | IP6K1 kinase, ADP-Glo luminescence, 2 h; hits give low values | activity change, % (series mostly up to about 58 µM) | actives 0.81% (n = 140,000) | AID 1645851; in the data active means activity change below about -25%
Target sequence (Q92551 whole entry, looked up): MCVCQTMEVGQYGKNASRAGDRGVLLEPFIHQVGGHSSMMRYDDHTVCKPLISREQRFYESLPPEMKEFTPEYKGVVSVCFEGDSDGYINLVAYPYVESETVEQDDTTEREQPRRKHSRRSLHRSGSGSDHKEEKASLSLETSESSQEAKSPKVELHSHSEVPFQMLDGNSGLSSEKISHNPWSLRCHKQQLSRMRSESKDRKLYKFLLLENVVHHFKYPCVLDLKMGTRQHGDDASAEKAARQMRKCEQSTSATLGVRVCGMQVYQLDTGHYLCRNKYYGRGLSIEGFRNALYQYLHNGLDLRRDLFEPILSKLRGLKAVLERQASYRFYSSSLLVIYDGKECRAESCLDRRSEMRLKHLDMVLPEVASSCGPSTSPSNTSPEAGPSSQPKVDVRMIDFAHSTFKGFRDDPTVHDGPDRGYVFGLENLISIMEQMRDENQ
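ADP-Glo luminescence measures ADP made by human IP6K1 during a 2 h RT reaction with ATP/IP6 (mix at 1.3 mM/130 uM); top library doses 57.5 and 19.1 uM final.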
GPT2 inh: blocks human glutamate pyruvate transaminase 2; Recombinant GPT2, coupled pyruvate oxidase/HRP Amplex Red fluorescence; actives 0.25% (n = 100,000); Potency, µM (top dose mostly 57.7 µM), inactives show top-dose activity change, negative = inhibition, most hits filed as inhibitors; Q8TD30; further: potency means the concentration at half of the fitted maximal effect; nearly all actives have a fitted effect of over 60% in size; many of its hits are not listed in these tables
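Inhibition is scored from Amplex Red fluorescence generated when pyruvate oxidase and HRP act on pyruvate released by GPT2. Reactions contain 10ng/uL enzyme, 250uM a-KG and 2mM L-alanine and run 30 min at room temperature.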
SNCA expr inhib: inhibitors of alpha-synuclein (SNCA) gene expression. HEK-293 SNCA-luciferase knock-in, luminescence, 24 h. Potency, µM (series often up to 57.2 µM), for the others: top-dose activity change, negative = inhibition, most hits filed as inhibitors. actives 0.17% (n = 140,000). AID 1671194;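 further: potency means the concentration at half of the fitted maximal effect; plate controls were DMSO cells for no effect and cell-free wells for full effect; nearly all actives have a fitted effect of over 45% in size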
3T3 cytotox: cytotoxic compounds in NIH 3T3 cells; NIH 3T3 viability, CellTiter-Glo ATP luminescence, 48-72 h; Potency, µM (titrated, usually from 96.7 µM), for inactives: at the top dose activity change, negative = cytotoxicity, most hits filed as inhibitors; actives 4.3% (n = 94,000); further: potency means the concentration at half of the fitted maximal effect; nearly all actives have a fitted effect of over 55% in size
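First NIH 3T3 cells are plated at 400 cells/well; next compound is pinned in; then plates incubate 48 or 72 hr at 37 °C; finally CellTiter-Glo is added and luminescence read after 10 min.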
* = called active by the depositor; i = inactive; ? = inconclusive; . = not tested or not shown; [ ] = dose if it differs, or a comment. Unless noted, the call rests on the fitted dose curve; in most records, active means well fitted curve in the direction sought with a large enough effect; inconclusive means small, poorly fitted or top-dose-only effect, or another doubt; inactive means no such curve, though single readings can be large; an effect the other way counts as inactive or inconclusive. Unless noted, on the % scale 0 is the no-effect control and ±100 the full control effect.

compound | IP6K1 inhibitor | GPT2 inh | HEK293 viab | HEK cytotox | 3T3 cytotox | SNCA expr inhib | FLuc inh
Cc1ccc(CNC(=O)N2CCC3(CC2)CC(N(C2CC2)S(C)(=O)=O)CCO3)cc1 (stereo not given) | 18.4 | i | 5.2% | -16.5% | -2.9% | 7.0% | -9.0%
O=C(CSc1nc2c([nH]c3ccccc32)c(=O)n1-c1cccc(Cl)c1)N1CCCC1 | -7.9 | . | -0.9% | . | . | 17.3% | .
O=C(NC1CCCCC1)c1nn(CCOc2ccccc2)c2c1CNCC2 | 20.2 | ? | 5.2% | ? | ? | 13.4% | .
COc1ccc(CN2CCc3ncc(C(=O)N4CCC(c5ccccc5)CC4)n3CC2)cn1 | -2.9 | 3.6% | -8.1% | ? | -18.7% | -8.0% | -0.5%
COc1ccc(-c2nc(C3CC3)nc3c2CCN(Cc2ccc(C#N)cc2)CC3)cc1 | -1.6 | i | ? | ? | ? | ? | .
CCc1cccc(-n2nnnc2N2CCN(C(=O)Nc3ccc(C)c(OC)c3)CC2)c1 | 3.2 | -4.5% | -15.4% | -11.0% | -28.1% | -11.3% | .
COc1ccc(N2CC(c3noc(-c4ccc(OC)cc4C)n3)CC2=O)cc1 (stereo not given) | 26.3 | i | 4.0% | ? | ? | 23.2% | 1.0%
O=C(Nc1ccc(Cl)cc1)c1ccc2c(c1)N(Cc1ccccc1)CCS2 | -14.2 | . | 4.7% | . | . | 76.2%[activator] | .
COCCCn1c(C)cc(C(=O)NCCc2noc(COC)n2)c1C | 19.9 | -6.8% | -8.1%[12.5 µM] | 4.6% | i | -10.9% | -0.8%
Cc1ccccc1C(=O)N1CCC(C(=O)N2CCC(c3nc4ncccc4[nH]3)CC2)C1 (stereo not given) | 0.4 | 4.6% | 7.4% | -1.5% | -4.3% | 1.3% | .
Cn1nc2n(c1=O)CCC(NC(=O)CCS(=O)(=O)c1ccccc1)CC2 (stereo not given) | -6.9 | i | 10.1% | -1.2% | -7.3% | 4.6% | -9.9%
Cc1ccc2oc(=O)c3cnn(CC(=O)N4CCN(c5ccccc5F)CC4)c3c2c1 | 3.4 | . | -0.7% | . | . | 13.0% | .
CO[C@H]1C(=O)N(C(C)C)[C@H]1C1CCN(CC2CCCCC2)CC1 | 27.9 | 3.9% | -1.9% | -7.7% | -16.5% | -6.0% | 7.0%
COc1ccc(NC(=O)c2ccc3snnc3c2)cc1OC | 7.3 | . | 2.5% | . | . | 145.4%[activator] | .
COCCN1C(=O)c2cccn2CC1CNC(=O)Cc1c(C)noc1C (stereo not given) | -7.4 | i | 4.4% | 1.6% | i | 7.1% | 0.4%
O=C(C1CCOCC1)N1CCC(N2C(=O)C(O)C23CCCCC3)CC1 (stereo not given) | -1.5 | i | -1.1% | 2.8% | 1.5% | -15.6% | 2.0%
Cc1cc(C)c(CN2CCCC23Cc2ccccc2CNC3=O)c(C)c1 (stereo not given) | 0.3 | i | 6.1% | 2.9% | 1.7% | 7.2% | .
COc1ccc(-c2n[nH]c3c2cnc2cc(OC)c(OC)cc23)cc1 | 26.6 | . | 2.5% | . | . | 34.1%[activator] | .
O=C(CCc1ccc(CC2CCN(C(=O)NCC3CCCO3)CC2)cc1)NCC1CC1 (stereo not given) | 12.9 | -9.6% | ? | ? | ? | -15.9% | .
Cc1ccc(S(N)(=O)=O)cc1C(=O)N1CCC2(CCCNC2=O)C1 (stereo not given) | 9.9 | i | 8.8% | -24.2% | -1.4% | -6.3% | -1.0%
Cc1nn(-c2ccccc2)c2c1C(C1CC1)N(CC1CN(C(=O)c3ccc(Cl)nc3)C1)C2=O (stereo not given) | 14.4 | . | . | ? | ? | . | .
O=C(CN1C(=O)NC2(CCOCC2)C1=O)Nc1ccc(Br)cc1 | 41.6 | -1.9% | 3.6% | -25.3% | ? | ? | -13.8%
O=C(c1ccc(N2CCCOCC2)nc1)N1CCC(CCn2cccn2)CC1 | -5.2 | 0.6% | -5.6% | 2.0% | 0.8% | 1.7% | -4.1%
COc1ccc(C(=O)NCCNC(=O)c2cccc(-c3ncccc3C#N)c2)cc1 | -10.3 | i | -15.6%[12.5 µM] | -4.7% | -5.8% | -5.6% | .
COc1cccc(COC2CN(CC(C)C)C(=O)CN(C(=O)c3csc(C(C)=O)c3)C2)c1 (stereo not given) | 3.3 | i | -6.7% | -18.4% | -13.2% | -26.1% | -12.4%
Cc1nn(C)cc1C(=O)N1CCC2(CC1)CC(c1ccccc1)C(=O)N2 (stereo not given) | 8.3 | i | 2.6% | -5.6% | -1.3% | 13.7% | -0.1%
CCC1Oc2ccc(NC(=O)c3ccccc3OC)cc2CN(Cc2ccc(OC)cc2)C1=O (stereo not given) | -3.8 | 0.9% | 1.4% | ? | ? | 0.0% | -1.6%
CCCCCCCC(=O)OCC(COC(=O)CCCCCCC)OC(=O)CCCCCCC | 26.5 | ? | 7.1%[23.9 µM] | . | . | 62.4%[25.6 µM] | .
Cc1ccc(-c2nc(C(=O)NCc3ccc(OC(C)C)cc3)no2)cc1 | -11.9 | i | 1.8% | 1.8% | i | -1.3% | -3.0%
Cc1noc(C)c1C(=O)N1Cc2ccccc2CC2(CCCN(CC3CCNCC3)C2)C1 (stereo not given) | 5.6 | 0.2% | -5.1% | -21.3% | -24.9% | -13.1% | .
O=C(Cn1c(=O)c2c(n1Cc1ccccc1)CN(Cc1ccccc1)CC2)NCc1ccc2c(c1)OCO2 | 5.8 | -8.0% | -0.8% | ? | -19.9% | -23.5% | -2.6%
Cc1nnc(N2CCC(C(=O)NC3CCCCC3)CC2)c2nn(-c3ccccc3)c(C)c12 | 43.9 | . | 4.9% | . | . | -4.6% | .
COc1ccc(C(=O)N[C@H]2[C@H](O)[C@H](O)C[C@@H]2c2cccnc2)cc1 | 2.8 | i | -4.2%[87.6 µM] | 0.9%[172 µM] | -7.5%[138 µM] | -6.3%[87.6 µM] | -6.9%[172 µM]
O=c1n(CC2CC2)nc2n1CCN(Cc1ccc3[nH]ccc3c1)CC2 | -5.8 | ? | -13.0% | ? | ? | 1.7% | -15.1%
CCCCC(=O)N1CCC(OC2CCN(Cc3cccnc3)CC2)CC1 | 7.0 | ? | -21.2% | 14.4% | -9.8% | 24.7% | 0.4%
COc1ccc2c(Sc3ccccc3)c(C(=O)N3CCC(C)CC3)[nH]c2c1 | 17.6 | . | -18.8% | . | . | 4.1% | .
COc1ccc2c(Sc3ccc(C)cc3)c(C(=O)NCC(C)c3ccccc3)[nH]c2c1 (stereo not given) | 15.9 | . | -5.8% | . | . | -3.5% | .
O=C(NCc1cccc(F)c1)C1CN(c2ccccc2)C(=O)N1 (stereo not given) | 10.7 | i | -5.3%[87.6 µM] | 4.6%[172 µM] | -20.5%[138 µM] | 6.7%[87.6 µM] | -1.0%[172 µM]
Cc1ccc(C(=O)N[C@H]2CO[C@H]3[C@@H]2OC[C@@H]3Nc2nccc(-c3cccc(F)c3)n2)cc1 | -6.6 | -9.5%[88.5 µM] | -1.1%[87.6 µM] | -17.6%[172 µM] | -30.3%[174 µM] | -13.3%[87.6 µM] | -1.7%[172 µM]
COc1cccc(N2CCN(C(=O)C3CCCN(c4cnc5nccnc5c4)C3)CC2)c1 (stereo not given) | -2.9 | i | -21.1% | 39.8µM* | ? | 0.2% | 13.1%
COCc1cc(N2CCC(c3cccc(OC)c3OC)C2)ncn1 (stereo not given) | 29.9 | i[11.5 µM] | -3.0% | ? | ? | -12.9% | -19.9%
COc1cccc(NC(=O)[C@@H]2C[C@@H](c3cccc(C(F)(F)F)c3)N(C)C2)c1 | 2.3 | -6.1%[88.5 µM] | -10.6%[87.6 µM] | 100µM* | 79.4µM* | ? | -2.8%[172 µM]
Cc1cc(Cl)ccc1NC(=O)c1cnc(-c2ccccc2)nc1-c1ccncc1 | 19.6 | i | -12.7% | 44.7µM* | 20µM* | 0.0% | 29.4%
Cn1ccnc1C(=O)N1CCC(N2C(=O)C(OCC3CC3)C23CCOCC3)CC1 (stereo not given) | -1.8 | -8.2% | -10.5% | -5.0% | -4.6% | -1.1% | -1.4%
CCOCC(=O)N[C@@H]1CN(c2ncccn2)C[C@H]1CO | -5.4 | i | 4.2% | -4.3% | -19.4% | 2.4% | -11.2%
c1ccc(-c2cc(NCCCOc3cccnc3)n3nccc3n2)cc1 | 1.9 | 1.9% | -12.7% | ? | -22.2% | 7.1% | -0.4%
COc1ccc(OC)c(NC(=O)c2c(C)oc3ncnc(N4CCOCC4)c23)c1 | 6.7 | . | 2.6% | . | . | -14.2% | .
Cc1cccc(CC(=O)N2CCC(Cc3nc(C(C)C)no3)CC2)c1 | -10.3 | 4.4% | -21.3% | -30.2% | ? | 25.5% | 8.6%
CC(C)CN1CC2CCC(C1)N2c1ccc(C(F)(F)F)cc1 | -4.6 | -9.8% | -1.7% | -9.7% | ? | -1.1% | .
Cc1cc(C)cc(Nc2cc(C(=O)NCCCN(Cc3ccccc3)C(C)C)c3ccccc3n2)c1 | -1.0 | . | -14.2% | . | . | -15.1% | .
COCCN1CCCCC(CC(=O)Nc2cc(C)c(Cl)cc2OC)C1=O (stereo not given) | 5.3 | 4.0% | 2.7% | ? | -26.5% | -21.7% | -1.1%
CN1CC(=O)N(c2cccnc2)Cc2c(NCC3CC3)ncnc21 | -15.9 | ? | -6.8%[87.6 µM] | -1.2%[172 µM] | -21.0%[138 µM] | -19.4%[87.6 µM] | 5.4%[172 µM]
Cc1ccc(Nc2ccnc(N3CCCC(C(=O)NCc4ccc(C(F)(F)F)cc4)C3)n2)cc1 (stereo not given) | 3.6 | i | -3.2%[12.5 µM] | -14.6% | -20.6% | -2.3% | .
O=C(Cn1c(=O)n(Cc2ccc(C(=O)NCc3ccc4c(c3)OCO4)cc2)c(=O)c2ccccc21)Nc1cccc(Cl)c1 | 10.8 | . | -8.1% | . | . | 4.3% | .
COc1ccc(N(Cc2cccs2)C(=O)c2ccc(C(C)(C)C)cc2)cc1 | 11.7 | . | -10.2% | . | . | ? | .
Cc1cc(C)cc(NC(=O)C2CCN(S(=O)(=O)c3cccc4nonc34)CC2)c1 | 31.8 | . | -0.4% | . | . | -12.5% | .
CCCN1CCN(c2ncnc3sc(C(=O)Nc4ccc(OC(F)(F)F)cc4)c(C)c23)CC1 | -2.3 | . | -15.3% | . | . | -9.8% | .
N#Cc1ccc(C(=O)N2CCC(Cc3ccc(C(N)=O)cc3)CC2)cc1 | -15.1 | 2.4% | 2.0% | -19.7% | -12.8% | 6.6% | 4.9%

Record cards, from the list above. Values in the order: IP6K1 inhibitor, GPT2 inh, HEK293 viab, HEK cytotox, 3T3 cytotox, SNCA expr inhib, FLuc inh
Entry for COc1cccc(N2CCN(C(=O)C3CCCN(c4cnc5nccnc5c4)C3)CC2)c1 (stereo not given) = -2.9, i, -21.1%, 39.8µM*, ?, 0.2%, 13.1%
Entry for Cn1ccnc1C(=O)N1CCC(N2C(=O)C(OCC3CC3)C23CCOCC3)CC1 (stereo not given) = -1.8, -8.2%, -10.5%, -5.0%, -4.6%, -1.1%, -1.4%

Source: PubChem BioAssay (National Center for Advancing Translational Sciences (NCATS))

These rows are one share of the data; rates above refer to the full screens.
